Screens as filed in PubChem.
VLA-4 agonist: allosterically activates the human VLA-4 integrin. AID 528. activation, % at 10 µM (by protocol). Jurkat cells, LDV-FITC binding, flow cytometry. P13612. 24,000 tested, under 10 active;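 active means fluorescent ligand binding to cells raised by more than 40% of the manganese-induced maximum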;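 further: 0% = ligand binding without compound and 100% = manganese-stimulated maximal binding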
Target sequence (P13612 whole entry, looked up): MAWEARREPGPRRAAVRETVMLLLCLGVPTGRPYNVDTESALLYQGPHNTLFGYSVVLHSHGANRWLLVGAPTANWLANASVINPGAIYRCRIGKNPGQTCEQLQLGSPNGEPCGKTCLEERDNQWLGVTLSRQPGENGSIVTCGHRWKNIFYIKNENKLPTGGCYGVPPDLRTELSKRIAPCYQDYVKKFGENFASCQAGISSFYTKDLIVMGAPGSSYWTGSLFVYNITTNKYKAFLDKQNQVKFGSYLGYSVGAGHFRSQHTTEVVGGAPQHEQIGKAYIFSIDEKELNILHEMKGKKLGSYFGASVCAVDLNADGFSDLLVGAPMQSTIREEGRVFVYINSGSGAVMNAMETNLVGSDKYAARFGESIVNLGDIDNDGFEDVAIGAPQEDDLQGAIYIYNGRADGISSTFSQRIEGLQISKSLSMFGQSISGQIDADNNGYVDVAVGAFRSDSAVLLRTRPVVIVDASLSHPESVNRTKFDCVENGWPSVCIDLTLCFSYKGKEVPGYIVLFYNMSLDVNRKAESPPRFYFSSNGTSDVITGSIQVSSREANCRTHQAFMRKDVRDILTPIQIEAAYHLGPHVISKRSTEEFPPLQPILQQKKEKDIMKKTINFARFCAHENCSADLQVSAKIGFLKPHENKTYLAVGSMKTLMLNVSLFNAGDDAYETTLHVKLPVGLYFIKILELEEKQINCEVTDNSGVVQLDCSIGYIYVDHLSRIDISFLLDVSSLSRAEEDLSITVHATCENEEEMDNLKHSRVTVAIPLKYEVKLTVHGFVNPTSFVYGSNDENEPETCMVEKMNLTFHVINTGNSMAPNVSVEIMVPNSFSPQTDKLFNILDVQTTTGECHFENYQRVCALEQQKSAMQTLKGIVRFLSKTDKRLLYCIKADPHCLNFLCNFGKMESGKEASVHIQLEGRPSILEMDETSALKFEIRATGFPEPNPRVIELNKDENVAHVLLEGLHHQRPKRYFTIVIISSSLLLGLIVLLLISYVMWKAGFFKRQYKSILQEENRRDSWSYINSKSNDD
Prostate diff: LNCaP prostate cell differentiation activation; flow cytometry side scatter, 4 d; side scatter shift, % at 10 µM; hit rate 0.56% among 24,000; AID 795;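 active means side scatter shift above 30%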;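 further: androgen-responsive LNCaP prostate cancer cells in charcoal-stripped serum medium; percent of cells past a gate set so DMSO wells show 10% shift; higher shift means more granular cells and more differentiation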
Jurkat autofluor: autofluorescence counter-screen for VLA-4 integrin assays; fluorescence ratio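 (tested at 10 µM compound in the well)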; Jurkat cells, compound autofluorescence, flow cytometry; active compounds read high; 1 = vehicle-only cell background; hit rate 0.61% among 24,000;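 active means fluorescence ratio above 2.44, which is 1 plus 3 SD of all ratios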;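 further: green fluorescence of cells measured with 488 nm excitation and 530 nm emission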
VLA-4 antagonist: inhibitors of LDV-FITC ligand binding to Mn2+-activated human VLA-4 integrin | inhibition, % at 10 µM (by protocol) | AID 529 | hit rate 0.2% among 24,000 | Jurkat cells, LDV-FITC binding with Mn2+, flow cytometry; 100% = Mn2+-driven binding gain fully reversed;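 active means inhibition above 50%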;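 further: 0% = Mn2+ stimulated cells lacking compound and 100% = ligand binding without Mn2+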
* = called active by the depositor.

SMILES | VLA-4 agonist | Prostate diff | Jurkat autofluor | VLA-4 antagonist
CC1(C)O[C@@H]2C[C@H]3[C@@H]4C[C@H](F)C5=CC(=O)C=C[C@]5(C)[C@@]4(F)[C@@H](O)C[C@]3(C)[C@]2(C(=O)CO)O1 | -5 | 3 | 0.99 | 0
CCCC(=O)O[C@]1(C(=O)COC(C)=O)CC[C@H]2[C@@H]3C[C@H](F)C4=CC(=O)C=C[C@]4(C)[C@@]3(F)[C@@H](O)C[C@@]21C | -10 | 11 | 0.97 | 0
COc1cc(C2Oc3cc(C4Oc5cc(O)cc(O)c5C(=O)C4O)ccc3OC2CO)ccc1O (centres undefined) | 0 | 5 | 1.1 | -13
CC(C)(C)NCC(O)COc1cccc2c1C[C@H](O)[C@H](O)C2 (some centres undefined) | 2 | 1 | 1 | -14
CCCCN(CCCC)CCCOC(=O)c1ccc(N)cc1 | -1 | 4 | 1.1 | -14
COc1ccc(C(=O)c2ccccc2)c(O)c1 | 1 | 6 | 1 | -20
CCCC(=O)O[C@]1(C(=O)CCl)[C@@H](C)C[C@H]2[C@@H]3CCC4=CC(=O)C=C[C@]4(C)[C@@]3(F)C(=O)C[C@@]21C | -2 | 13 | 1.1 | -10
CCCOc1ccc2nc(NC(=O)OC)[nH]c2c1 | 4 | 28 | 1 | -12
N=c1nc(N2CCCCC2)cc(N)n1O | 0 | 7 | 0.97 | -10
CCCCCCCCCCCCCCCC(O)C(N)CO (centres undefined) | 4 | 8 | 1 | -2
CCN(CCCCOC(=O)c1ccc(OC)c(OC)c1)C(C)Cc1ccc(OC)cc1 (centres undefined) | 2 | 2 | 0.98 | -2

Rewritten as a markdown table: part of the list above
| mol | VLA-4 agonist | Prostate diff | Jurkat autofluor | VLA-4 antagonist |
| --- | --- | --- | --- | --- |
| CCCC(=O)O[C@]1(C(=O)COC(C)=O)CC[C@H]2[C@@H]3C[C@H](F)C4=CC(=O)C=C[C@]4(C)[C@@]3(F)[C@@H](O)C[C@@]21C | -10 | 11 | 0.97 | 0 |
| CCN(CCCCOC(=O)c1ccc(OC)c(OC)c1)C(C)Cc1ccc(OC)cc1 (centres undefined) | 2 | 2 | 0.98 | -2 |
| N=c1nc(N2CCCCC2)cc(N)n1O | 0 | 7 | 0.97 | -10 |
| CC(C)(C)NCC(O)COc1cccc2c1C[C@H](O)[C@H](O)C2 (some centres undefined) | 2 | 1 | 1 | -14 |
| CCCCCCCCCCCCCCCC(O)C(N)CO (centres undefined) | 4 | 8 | 1 | -2 |

Three entries from above, arranged by formula weight, ascending:
SMILES | VLA-4 agonist | Prostate diff | Jurkat autofluor | VLA-4 antagonist
CCCCN(CCCC)CCCOC(=O)c1ccc(N)cc1 | -1 | 4 | 1.1 | -14
CCN(CCCCOC(=O)c1ccc(OC)c(OC)c1)C(C)Cc1ccc(OC)cc1 (centres undefined) | 2 | 2 | 0.98 | -2
CCCC(=O)O[C@]1(C(=O)COC(C)=O)CC[C@H]2[C@@H]3C[C@H](F)C4=CC(=O)C=C[C@]4(C)[C@@]3(F)[C@@H](O)C[C@@]21C | -10 | 11 | 0.97 | 0

A portion of the library; rates above refer to the full screens.
